HTT ATP protect: Huntington cell model cytoprotection by ATP luminescence | PC12 HTT-Q103 induced, cytoprotection, ATP luminescence, 40 h | Potency, µM (top dose mostly 56.4 µM), for inactives: cytoprotection (ATP increase), actives largely listed as activators | 0.14% of 230,000 active | AID 1471;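 also: potency is read from the fitted curve at half-maximal effect; % of control where 0% means no effect; nearly all actives have a fitted effect of over 45% in size; toxic huntingtin expression switched on by the ecdysone agonist tebufenozide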
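Readout: ATPlite luminescence (ATP level). Model: stable PC12, inducible Htt exon1 Q103-GFP. Inducer: tebufenozide, 100 nM final. Compounds: dose series. No G418 in medium.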
IMPase Li inh: membrane-permeable IMPase blocker, potentiated with lithium; CHO-M1 cells, IP1 TR-FRET (IP-One), carbachol + lithium; Potency, µM (top dose mostly 59.4 µM), inactives show at the top dose activity, negative = IMPase inhibition, actives largely listed as inhibitors; 0.35% of 210,000 active; AID 1457;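 also: IP1 builds up when IMPase is blocked and the TR-FRET signal falls; potency is read from the fitted curve at half-maximal effect; plate controls were basal vehicle for no effect and high inhibitor control for full effect; nearly all actives have a fitted effect of over 50% in size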
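Test compounds were applied to CHO-M1 cells previously cultured for 16–30 h at 2000 per well. A small lithium amount accompanied them; after 30 min at 37C, IP1 was quantified by TR-FRET.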
KinaseGlo FLuc: Kinase-Glo luciferase inhibition (counter-screen); Q27757; Kinase-Glo luciferase, ATP luminescence, 8 min; Potency, µM (highest dose often 38.3 µM), for the others: at the highest dose activity change, negative = inhibition, actives largely listed as inhibitors; 0.28% of 200,000 active; AID 1379; also: potency is read from the fitted curve at half-maximal effect; % is scaled to controls: 0 for no effect and ±100 for the full control effect; nearly all actives have a fitted effect of over 60% in size
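Compound is pinned into ATP-containing buffer (10 uM ATP, imidazole pH 7.2, 7 mM MgCl2). Kinase-Glo luciferase reagent is then added. Light output is recorded following an 8-min room-temperature incubation.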
CBFb-RUNX1 inh: blocks binding between human CBF-beta and RUNX1 | AlphaScreen CBFb-His/RUNX1-biotin binding, biochemical | Potency, µM (series often up to 59.8 µM), for inactives: at the top dose activity, negative = inhibition, hits mostly inhibitors | 230,000 tested, under 10 active | AID 1477; also: % of control where 0% means no effect
Target sequence (Q01196 whole entry, looked up): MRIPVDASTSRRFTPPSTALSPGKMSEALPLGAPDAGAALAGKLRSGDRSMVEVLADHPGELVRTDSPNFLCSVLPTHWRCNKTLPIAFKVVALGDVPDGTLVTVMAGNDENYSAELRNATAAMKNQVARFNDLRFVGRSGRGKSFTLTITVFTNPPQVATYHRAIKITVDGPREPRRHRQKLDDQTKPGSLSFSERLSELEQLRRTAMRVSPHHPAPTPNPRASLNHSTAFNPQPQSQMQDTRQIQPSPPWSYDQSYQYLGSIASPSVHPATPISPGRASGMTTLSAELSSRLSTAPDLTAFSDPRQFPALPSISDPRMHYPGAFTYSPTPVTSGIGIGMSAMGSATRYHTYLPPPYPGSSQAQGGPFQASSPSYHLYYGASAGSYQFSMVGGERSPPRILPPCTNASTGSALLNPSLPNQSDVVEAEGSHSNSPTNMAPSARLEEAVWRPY
Target sequence (Q13951 whole entry, looked up): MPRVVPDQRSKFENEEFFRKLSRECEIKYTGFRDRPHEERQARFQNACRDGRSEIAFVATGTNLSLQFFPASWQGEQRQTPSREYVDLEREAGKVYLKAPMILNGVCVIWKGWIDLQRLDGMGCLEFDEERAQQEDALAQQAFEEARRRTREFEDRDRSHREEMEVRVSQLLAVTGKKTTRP
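Bead-based AlphaScreen assay; binding partners His-tagged CBF-beta and biotinylated RUNX1 at 30 nM each. Compound exposure 15 min after a 20-min protein preincubation; bead step 90 min; all steps at room temperature.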
Lamin A splicing: LMNA splicing modulation. HeLa LMNA splicing GFP/RFP minigene ratio, 48 h. Potency, µM (highest dose often 46.1 µM), for inactives: top-dose ratio change, negative = inhibition, most hits filed as inhibitors. 0.01% of 200,000 active. AID 1487; active = well fitted inhibition curve with a large enough effect in the signal ratio, with a control signal flat, not every such curve was filed as active; inconclusive = small, poorly fitted or top-dose-only effect, or effect the other way, or a change in a side signal; the % refers to the signal ratio; also: potency is read from the fitted curve at half-maximal effect; % is scaled to controls: 0 for no effect and ±100 for the full control effect
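Read-out is the ratio of GFP to DsRed2 object intensity, acquired by 488 nm laser-scanning cytometry on HeLa lamin A-EGFP minigene reporter cells. Compound incubation 48 hrs at 37 °C in Opti-MEM with 2% FBS; DMSO 0.5% final.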
HttQ103 aggreg: reduces HttQ103-GFP aggregates in PC12 cells; PC12 HttQ103-GFP aggregates, Acumen cytometry, 40 h; Potency, µM (series often up to 46.1 µM), without a hit: at the top dose activity change, negative = inhibition, hits mostly inhibitors; 1.1% of 220,000 active; also: potency is read from the fitted curve at half-maximal effect; % is scaled to controls: 0 for no effect and ±100 for the full control effect; nearly all actives have a fitted effect of over 60% in size
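Read-out: GFP aggregate count by laser scanning cytometer (488 nm excitation, 500-530 nm emission, 1–25 µm objects >6 SD above background). Cells: PC12, inducible HTTex1-Q103-GFP, 100 nM tebufenozide; compounds titrated.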
SMN2 splice enh: enhancers of SMN2 splice variant expression; AID 1458; HEK293 SMN2-luciferase splicing reporter, luminescence, 30-36 h; Potency, µM (series often up to 46.1 µM), for inactives: at the top dose activity change, positive = activation, most hits filed as activators; 2.8% of 210,000 active; also: potency is read from the fitted curve at half-maximal effect; % of control where 0% means no effect; nearly all actives have a fitted effect of over 55% in size
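qHTS luciferase splicing reporter: luminescence rises when SMN2 exon 7 is included in transfected HEK293 cells. Compound exposure lasted 30-36 h at 37C, with 4.5 mM final sodium butyrate as control, followed by a ONE-Glo read.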
The depositor's hits bear a star; ? = inconclusive; . = not tested or not shown; & = joins results of further samples; [ ] = dose if it differs, or a comment. Unless noted, calls follow the shape of the dose curve; as a rule, active = well fitted curve in the direction sought with a large enough effect; inconclusive = small, poorly fitted or top-dose-only effect, or another doubt; inactive = no such curve, though single readings can be large; an effect the other way counts as inactive or inconclusive.

1	COc1cccc2cc(C(C)N(CCCN3CCOCC3)C(=S)Nc3cccc(C)c3)oc12 (configuration not stated)
2	COc1ccc(NC(=O)CSc2nnc(CNC(=O)c3ccco3)o2)cc1
3	O=C(Cn1nc(Cc2cccnc2)c2ccccc2c1=O)NCc1ccc(F)cc1
4	Cc1cccn2c(=O)c(C=O)c(N3CCCCCC3)nc12
5	C=CCNC(=O)N1CCc2nc(-c3ccccc3)c3c(c2C1)CO[C@@H](C)C3
6	CC(=O)c1ccc(N2CCN(C(=O)c3ccc(Br)cc3)CC2)c(F)c1
7	Cc1csc(SCC(=O)Nc2ccccn2)n1
8	Cc1ccccc1OCC(=O)NC(Cc1c[nH]c2ccccc12)C(=O)O (configuration not stated)

Screen / compound no.,1,2,3,4,5,6,7,8
HTT ATP protect,1%,17%,-8%,9%,-4%[10 µM],-6%,-13%[0.074 µM],2%[10 µM]
IMPase Li inh,3%,0%,12%[38.3 µM],14%[38.3 µM],7%,?,8%[38.3 µM],5%
KinaseGlo FLuc,2%,-1%,2%,-5%,-5%[7.66 µM],4%,2%,3%
CBFb-RUNX1 inh,-23%,1%,5%,0%,7%[13.1 µM],2%,-1%,2%
Lamin A splicing,16%[46 µM],-7%[9.22 µM],3%,-4%,0%[9.22 µM],-3%,0%,3%[46 µM]
HttQ103 aggreg,2%,-8%,14%,?,.,-12%,-20%,-3%[9.22 µM]
SMN2 splice enh,-13%,-25%,-22%,-5%,47%[9.22 µM],-12%,-1%,.

Values in list order from the entries so far.
SMN2 splice enh for nos. 2–6: -25%, -22%, -5%, 47%[9.22 µM], -12%
KinaseGlo FLuc for nos. 2–6: -1%, 2%, -5%, -5%[7.66 µM], 4%
HttQ103 aggreg for nos. 2–6: -8%, 14%, ?, ., -12%

The list continues.
9	C=CCN(C(=O)C1=NN(C2CCS(=O)(=O)C2)C(=O)CC1)c1nc(-c2ccc([N+](=O)[O-])cc2)cs1 (configuration not stated)
10	CCN(CC)CCNS(=O)(=O)c1ccc2[nH]cc(C(=O)O)c(=O)c2c1
11	CCN(CC)C(=O)c1cc2c(=O)n3ccccc3nc2s1
12	COc1cccc([C@@H]2Oc3ccc(OC)cc3C(=O)[C@H]2O)c1
13	O=C(N[C@H](C(=O)O)c1ccccc1)C1CCC(Cn2nnc3ccccc3c2=O)CC1 (some centres not stated)
14	Cc1ccc2cc3c(N)c(C(=O)Nc4c(C)[nH]c(=O)[nH]c4=O)sc3nc2c1
15	COc1ccc(OC)c2c1nc1n2CCS1
16	CCOC(=O)CC1COc2ccccc2N1C(=O)c1ccc(C)cc1 (configuration not stated)

Screen / compound no.,9,10,11,12,13,14,15,16
HTT ATP protect,-31%,-13%[10 µM],-31%[inhibitor],-120%[inhibitor],-6%[10 µM],6%[10 µM],-17%[0.074 µM],7%[10 µM]
IMPase Li inh,13%,-5%,-20%[38.3 µM],11%&1%,.,12%,10%,6%
KinaseGlo FLuc,-2%,1%,-5%,3%&-2%,.,2%,0%,10%
CBFb-RUNX1 inh,-8%,-4%,-4%,3%,1%,?,-26%,11%
Lamin A splicing,.,2%,-5%,?,.,-2%,-7%,-6%
HttQ103 aggreg,?,4%,-12%,?,-10%[9.22 µM],?,-9%,16%
SMN2 splice enh,11µM*,-5%,?,5µM*,.,0%,5%,-3%

17	CCN(CC)C(=O)CS(=O)CC(=O)Nc1cc(OCCOC)c(Cl)cc1Cl (configuration not stated)
18	O=C(O)CCC(=O)Nc1ccc(Br)cn1
19	Cc1nnc(SCCCn2c(N3CCCCC3)nc3c2c(=O)[nH]c(=O)n3C)s1
20	Cc1cc(C)n(-c2ccc(F)cc2)c(=O)c1C#N
21	O=C(NCc1cccnc1)C1CCCCN1S(=O)(=O)c1ccc(F)cc1 (configuration not stated)
22	CC1(C)CC(=O)C2=C(C1)Nc1cc(Cl)ccc1S2
23	CCOC(=O)N1CCC(NC(=O)c2cc(S(=O)(=O)N3CCOCC3)ccc2F)CC1
24	OCC1(c2cc(C(F)(F)F)n[nH]2)CCCCC1

Screen / compound no.,17,18,19,20,21,22,23,24
HTT ATP protect,13%[10 µM],-4%[10 µM],-7%[10 µM],11%[10 µM],-6%,10%[10 µM],-35%,-6%[0.074 µM]
IMPase Li inh,-1%,.,11%,0%,-9%[38.3 µM],.,12%[38.3 µM],-10%[38.3 µM]
KinaseGlo FLuc,.,.,2%,-1%,-1%,.,7%,-2%
CBFb-RUNX1 inh,12%,13%,5%,-1%,4%,-13%,3%,3%
Lamin A splicing,.,-7%,-9%,22%[46 µM],8%,.,?,3%
HttQ103 aggreg,-5%[9.22 µM],14%,6%,1%[9.22 µM],-13%,4%[9.22 µM],11%,2%
SMN2 splice enh,.,.,?,.,23%,.,-16%,-18%

25	COc1cc2c(cc1OC)CN(C(=O)c1ccc(OC)c(S(=O)(=O)N3CCOCC3)c1)CC2
26	C/C=C1\CC2C=CC1C2 (configuration not stated)
27	COc1ccccc1NS(=O)(=O)c1ccc(C)c(NC(=O)c2ccc(S(=O)(=O)N3CCCCCC3)cc2)c1
28	O=C(COC(=O)c1n[nH]c2ccccc12)Nc1cccc(S(=O)(=O)N2CCOCC2)c1
29	CC(C)CNS(=O)(=O)c1ccc(CCC(=O)N2CCN(c3ccccc3)CC2)cc1
30	CCOC(=O)CSc1nnc(-c2ccc(Cl)cc2Cl)o1
31	COc1cc(C(=O)NC(=S)Nc2ccccc2[N+](=O)[O-])cc(OC)c1OC
32	CC(C)OC(=O)c1cc(NC(=S)Nc2ccc([N+](=O)[O-])cc2)cc(C(=O)OC(C)C)c1

Screen / compound no.,25,26,27,28,29,30,31,32
HTT ATP protect,-13%,-23%,0%[10 µM],-35%,-26%,-4%[10 µM],-45%[inhibitor],-62%[inhibitor][10 µM]
IMPase Li inh,-23%[38.3 µM],4%,-1%,-1%,12%,15%[38.3 µM],1%,-3%
KinaseGlo FLuc,-2%,.,-2%,10%,2%,-11%,3%,-1%
CBFb-RUNX1 inh,-8%,2%[21.7 µM],?,-4%,6%,17%,-11%,1%
Lamin A splicing,-1%,.,?,5%[46 µM],.,3%,-15%[46 µM],?
HttQ103 aggreg,14%,.,5%,-18%,8%,9%,6%,?
SMN2 splice enh,3%,-5%,.,-10%,.,-1%,3%,-95%[inhibitor]

Nothing new here: three of the compounds above.
30	CCOC(=O)CSc1nnc(-c2ccc(Cl)cc2Cl)o1
31	COc1cc(C(=O)NC(=S)Nc2ccccc2[N+](=O)[O-])cc(OC)c1OC
32	CC(C)OC(=O)c1cc(NC(=S)Nc2ccc([N+](=O)[O-])cc2)cc(C(=O)OC(C)C)c1

Screen / compound no.,30,31,32
HTT ATP protect,-4%[10 µM],-45%[inhibitor],-62%[inhibitor][10 µM]
IMPase Li inh,15%[38.3 µM],1%,-3%
KinaseGlo FLuc,-11%,3%,-1%
CBFb-RUNX1 inh,17%,-11%,1%
Lamin A splicing,3%,-15%[46 µM],?
HttQ103 aggreg,9%,6%,?
SMN2 splice enh,-1%,3%,-95%[inhibitor]

Remaining list, next part.
33	Cn1c(=O)[nH]c(=O)c2c1nc(NCCCO)n2Cc1ccc(F)cc1
34	CCCCSc1ccc(NC(=O)c2cccnc2)cc1
35	O=C(Nc1ccc(F)cc1F)c1cccnc1
36	COc1cc(OC)c(C(=O)NCC(c2cccs2)N(C)C)cc1OC (configuration not stated)
37	CCN1CCN(C(=O)c2ccc3c(=O)n(Cc4ccccc4OC)c(=S)[nH]c3c2)CC1
38	COc1cc(C2SC(C)C(=O)N2CCc2ccccc2)cc(OC)c1OC (configuration not stated)
39	CCC(C)NCCOCCOc1ccc(Br)cc1 (configuration not stated)
40	C/C(=N\NC(=O)C1CC1)c1ccc(Cl)cc1

Screen / compound no.,33,34,35,36,37,38,39,40
HTT ATP protect,-21%[10 µM],0%,-24%[10 µM],9%[10 µM],-11%[0.074 µM],?,-31%,-5%[10 µM]
IMPase Li inh,-14%[38.3 µM],27%[38.3 µM],-7%[38.3 µM],8%,-2%[38.3 µM],1%,3%,-3%
KinaseGlo FLuc,-6%,-7%,-2%,3%,-4%,-3%,11%,-1%
CBFb-RUNX1 inh,10%,2%,-1%,17%,5%,5%,-1%,-2%
Lamin A splicing,6%,-26%,-6%,.,4%,.,0%[46 µM],-12%
HttQ103 aggreg,3%,-5%,-8%,27%,13%,-20%,-17%,-5%
SMN2 splice enh,3%,2%,-5%,9%,-16%,3%,-17%,17%

41	Nc1ncn(C2OC(CO)C(O)C2O)c(=O)n1 (configuration not stated)
42	OC(c1cccs1)(c1cccs1)C1C[N+]2(CF)CCC1CC2 (configuration not stated)
43	N#Cc1cccc(NC(=O)N2CCC3(CC2)CCN(C(=O)c2ccco2)CC3)c1
44	O=C(O)c1ccccc1C(=O)OCCCCOC(=O)c1ccccc1C(=O)O
45	Cc1cc(C)n(C(CC(=O)O)C(=O)O)n1 (configuration not stated)
46	CCCCOc1ccc(N2C(=O)CC(NCCc3ccc(S(N)(=O)=O)cc3)C2=O)cc1 (configuration not stated)
47	Cc1ccc(OC(=O)C(C)c2cccc(C(=O)c3ccccc3)c2)cc1 (configuration not stated)
48	O=C(CSCCO)Nc1ccc(C2CCCCC2)cc1
49	CC(=O)Nc1ccc(NC(=O)c2ccccc2S(=O)(=O)c2ccccc2[N+](=O)[O-])cc1
50	Cc1ccc(OCC(=O)NCC2CCCO2)c(C)c1 (configuration not stated)
51	COC(=O)c1cc(OC)c(=O)c2c(OC)c(OC)ccc2c1

Screen / compound no.,41,42,43,44,45,46,47,48,49,50,51
HTT ATP protect,-113%[inhibitor],11%[10 µM],?,-11%[10 µM],-11%,-11%,1%,-33%,.,-18%[10 µM],?
IMPase Li inh,-4%,33%[activator],6%,-14%[38.3 µM],-9%[38.3 µM],40%[activator][38.3 µM],1%[38.3 µM],-14%[38.3 µM],0%,10%,4%
KinaseGlo FLuc,-2%,1%,-2%,-2%,2%,-2%,-3%,0%,1%,-3%,-1%
CBFb-RUNX1 inh,14%,6%,.,7%,0%,3%,23%,3%,1%,-8%,6%
Lamin A splicing,.,-4%,.,1%,3%,3%,7%,-3%,?,18%[46 µM],.
HttQ103 aggreg,.,-4%,.,10%,0%,9%,-5%,11%,25%,-5%[9.22 µM],.
SMN2 splice enh,-8%,21%,-18%,-9%,0%,0%,8%,-12%,21%,.,-4%
